# bCat nuc transl = modulators of beta-catenin nuclear translocation | HeLa beta-catenin nuclear translocation, immunofluorescence imaging | nuclear translocation activity, % at 5 µM | 0.3% of 190,000 active | AID 1665;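 active means nuclear translocation activity above 50% at 5 µM, with a well cell count of 50 or more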;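 further: per-cell ratio of nuclear to cytoplasmic median beta-catenin stain intensity; plate controls were DMSO negative control for no effect and GSK-3 inhibitor IX positive control for full effect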
#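 Assay system: human HeLa cells, native beta-catenin; doses: 5 µM primary, 0.02–20 µM confirmation; incubation: compound treatment 24 h, 37°C, 5% CO2; technique: fluorescence imaging of beta-catenin antibody stain plus DAPI; measure: % activation, nuclear-to-cytoplasmic median beta-catenin signal ratio per cell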
# M1AAP inhibition = malaria alanyl aminopeptidase activity blockers – biochemical, fluorogenic H-Leu-NHMec substrate, 1536-well (AID 1445); recombinant M1AAP, H-Leu-NHMec fluorogenic kinetic assay; higher % means a stronger effect; inhibition, % at 30 µM, or IC50 in µM where a hit was titrated; 0.42% of 220,000 active;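 active means primary inhibition above the hit cutoff, then over 50% inhibition at one or more dose response concentrations, cut at about 23% in these data, passing the limit was not always enough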;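 further: plate controls were DMSO full reaction for no effect and no enzyme background for full effect; strong numbers were not always called active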
# T cell HTS = T cell immune modulators affecting CD8 T cell-vesicle binding | calls only at 7 µM | 0.068% of 330,000 active | 2C CD8+ T cell-vesicle binding, flow cytometry; active compounds read low;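 active means response, share of CD8 T cells binding vesicles, and their 90th percentile fluorescence all below set limits, cut at about 80% in these data, passing the limit was not always enough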
#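 Material: 2C TCR transgenic mouse naive CD8+ T cells, MACS-purified. Also added: QL9-charged Drosophila Ld/ICAM-1/B7-1 vesicles. Timing: binding 1.5 h at 37 °C. Measured by: high-throughput flow cytometry with anti-B7-1 and anti-CD8 staining. Read-out: percent CD8+ FL2 mean versus row control. Controls: Unloaded micro-vesicles (low), QL9 vesicles with 0.7% DMSO (high).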
# Yfh1-off respiration = enhancers of respiration in Yfh1-depleted yeast, dose response, Friedreich's ataxia, plus single-dose screen (AID 1465); 0.074% of 220,000 active; S. cerevisiae Yfh1-off respiration, WST-1 reduction, 72 h; higher fold induction means a stronger effect; fold induction at 50 µM, or EC50 in µM where a hit was titrated;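 active means fold induction of absorbance versus untreated yeast above a set limit, then at least 30% activation at any dose in follow-up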;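 further: activators that raise dye reduction in frataxin-depleted yeast; strong numbers were not always called active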
# MT stabilizer = stabilizes microtubules in HeLa cells; HeLa tubulin immunostaining HCS, 24 h; share of cells brighter than vehicle mean+2SD; % tubulin-high responders, % at 10 µM; 0.83% of 200,000 active;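 active means plate Z-score above 3 for both tubulin-high and condensed-nucleus cell shares, with cell loss under 80%, at 10 µM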;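 further: anti alpha tubulin signal scored within the nucleus-defined area of each cell; some results filed as inactive read as strong as hits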
# Dynein cargo inh = dynein cargo transport inhibition | 3617.4 mouse cells, GR-EGFP nuclear translocation imaging; test concentration mostly 20 µM; stimulated with dexamethasone, 1 µM; active compounds read low | z-score, hits read low | 0.47% of 220,000 active;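 active means plate z-score of nuclear minus cytoplasmic receptor signal below a set negative limit, without overly bright fluorescence or cell loss, cut at about -3.5 in these data, passing the limit was not always enough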;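 further: z-score of nuclear minus cytoplasmic ring GR-EGFP intensity difference per well; some compounds called inactive have numbers as strong as hits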
#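 medium = tetracycline-free induction medium containing charcoal-stripped FBS | also added = 1.0 µM final dexamethasone stimulus | schedule = 48 h induction, 1 h compound, 30 min dex at 37 °C | technique = fixed, Hoechst-stained cells imaged at 10x for EGFP | measure = GR-EGFP nuclear translocation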
# Autophagy mod = autophagy modulation, high-content screen; MEF GFP-LC3 puncta imaging; test concentration mostly 10 µM; calls only at 10 µM (by protocol); 0.98% of 190,000 active;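 active means percentage of spot-positive cells more than 3 SD above its plate mean, without a fluorescence outlier flag or 80% toxicity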;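 further: spot-positive cell cutoff set from DMSO-treated cells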
# WT yeast gro inh = growth inhibition of WT yeast, mitochondrial fusion screen; mitochondrial fusion phenotypic screen, WT strain; inhibition, % at 10 µM; 2.1% of 190,000 active; in the data active means inhibition above about 58%; tested in S. cerevisiae
# P. falciparum M17LAP = P. falciparum M17LAP inhibitors, primary screen, biochemical, fluorogenic H-Leu-NHMec substrate, 1536-well (AID 1619); recombinant M17LAP, H-Leu-NHMec fluorogenic kinetic assay; higher % means a stronger effect; inhibition, % at 30 µM, or IC50 in µM where a hit was titrated; 0.38% of 220,000 active;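 active means compound inhibiting the enzyme by more than half at any dose during confirmatory dose-response retesting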;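 further: plate controls were full reaction with DMSO carrier for no effect and no enzyme background for full effect; strong numbers were not always called active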
# WT yeast gro inh mutant strain = recorded beside WT yeast gro inh, whose call it bears; inhibition, %; mitochondrial fusion phenotypic screen, mutant strain inhibition
# Dynein cargo inh cytoplasmic EGFP = further read-out of Dynein cargo inh, marked with its call; z-score; measured here: cytoplasmic GR-EGFP intensity; active compounds read high
# Dynein cargo inh nuclear GR-EGFP = also measured in Dynein cargo inh; calls as there; z-score; measured here: nuclear GR-EGFP intensity;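 lower value marks the stronger effect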
# Dynein cargo inh cell count = second read-out of Dynein cargo inh, no call of its own (marks repeat the call); z-score; measured here: cell count per field
# bCat nuc transl cell count 5 µM = second read-out of bCat nuc transl, no call of its own (marks repeat the call); cell count; measured here: cell count, cytotoxicity flag
# T cell HTS vesicle-bound % = also measured in T cell HTS; calls as there; double positive events, %; measured here: CD8+ vesicle-bound cell fraction;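 binding gate set so that unloaded-vesicle control wells show 10% double positive cells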
# MT stabilizer Hoechst-high % = further read-out of MT stabilizer, marked with its call; % Hoechst-high responders; measured here: nuclear condensation Hoechst responders;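 share of cells brighter than vehicle mean plus two SD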
# MT stabilizer cytotoxicity % = second read-out of MT stabilizer, no call of its own (marks repeat the call); toxicity, %; measured here: cytotoxicity by cell density;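 0% = mean cell density of plate MIN control wells and 100% = no cells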
# Autophagy mod cell loss 18 h = recorded beside Autophagy mod, whose call it bears; toxicity, %; measured here: cell loss, nuclei count;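 cell loss after 18 h compound exposure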
# * = called active by the depositor; i = inactive; nt = no result given.
SMILES,bCat nuc transl,bCat nuc transl cell count 5 µM,M1AAP inhibition,T cell HTS,T cell HTS vesicle-bound %,Yfh1-off respiration,MT stabilizer,MT stabilizer Hoechst-high %,MT stabilizer cytotoxicity %,Dynein cargo inh,Dynein cargo inh cytoplasmic EGFP,Dynein cargo inh nuclear GR-EGFP,Dynein cargo inh cell count,Autophagy mod,Autophagy mod cell loss 18 h,WT yeast gro inh,WT yeast gro inh mutant strain,P. falciparum M17LAP
Cc1cccc(/C(N)=N/OC(=O)COc2ccc(Cl)cc2)c1,0.1,1136,3%,i,58,i,3.0,0.5,16,1.7,-0.29,0.32,-0.17,i,3,9,10,-4%
COCCn1c(=S)[nH]c2cc(C(=O)NCC3CCCO3)ccc2c1=O (stereo unspecified),-2.3,1084,6%,i,27,i,3.5,4.4,6.4,-0.33,-0.071,-0.14,0.8,i,-5,1,-3,-1%
O=C(NCc1ccc(Cl)cc1)c1ccc2nc[nH]c2c1,-3.4,932,6%,nt,nt,i,2.3,2.9,3.8,0.021,-0.31,-0.43,0.3,i,-5,3,19,9%
O=C(Nc1ccccc1)Nc1c(F)cccc1F,-3.2,902,-1%,i,66,i,3.5,1.6,8.3,-0.37,-0.098,0.0086,0.35,i,-4,-2,-9,19%
O=C(Nc1cccc(Cl)c1)OCc1cncs1,-1.8,991,2%,i,11,i,2.8,1.4,7.9,-0.56,-0.18,-0.43,0.69,i,4,-6,-18,-9%
COc1ccc(-c2nnc(SCC(=O)NCc3cccs3)n2C)cc1,-0.7,1082,4%,i,30,i,3.6,2.6,7.1,-0.61,-0.21,-0.25,0.054,i,-6,-8,-11,1%
CCOC(=O)Nc1ccc(NC(=O)c2c(OC)cccc2OC)cc1,nt,nt,6%,i,12,i,2.6,2.3,5.8,-0.098,-0.31,-0.13,0.4,i,-1,-29,-12,1%
COC(C[C@H]1O[C@@H]1[C@H](O)COCc1ccccc1)OC,2.1,1398,-6%,i,32,i,nt,nt,nt,0.9,-0.81,0.52,-0.27,nt,nt,nt,nt,2%
CCC1=NN(C(=O)C(=O)Nc2ccccc2OC)C(O)(C(F)(F)F)C1 (stereo unspecified),-0.2,1356,7%,i,22,i,1.1,1.3,4.0,0.8,-0.17,0.093,0.96,i,4,5,14,6%
CCOCCCNCc1cccc(OC)c1,-0.9,1028,5%,i,16,i,2.8,2.5,14,-0.9,-0.00037,-0.47,0.065,i,2,-1,-25,22%
Cc1nn(CCC(=O)NNC(=S)Nc2ccc(F)cc2)c(C)c1[N+](=O)[O-],-0.9,1209,-9%,i,56,i,3.1,1.7,6.3,-0.28,0.34,-0.19,1,i,-1,-18,6,16%
Cc1[nH]nc(N=CC2=C(O)CC(C)(C)CC2=O)c1-c1ccccc1,-0.8,1047,9%,i,50,i,2.9,1.4,40,0.13,-0.22,0.36,0.17,i,3,-2,-2,14%
CCC1(C)OCC(Cn2c3ccccc3c3ccccc32)O1 (stereo unspecified),63*,109*,5%,i,50,i,5.1,2.4,5.4,-0.87,-0.22,-0.25,1,i,-5,61*,47*,-11%
CCCCCn1c(SCC(=O)CC(=O)OCC)nc2cc(C(=O)N3CCC(C(N)=O)CC3)ccc2c1=O,-1.4,1129,21%,i,31,i,3.1,2.4,5.6,-0.064,-0.26,0.02,-0.28,i,1,-8,21,15%
COc1ccccc1NC(=O)COc1ccc(Br)cc1CNC1CCCC1,0.5,916,5%,i,5,i,2.5,1.9,1.7,0.27,-0.2,0.85,-1,i,-2,18,10,0%
CC(C)CCN1CCNC(=O)C1CC(=O)Nc1ccc(F)cc1 (stereo unspecified),-0.3,1192,9%,i,36,i,4.9,3.1,5.2,-0.84,-0.3,-1,0.5,i,18,44,2,16%
Cn1c(=O)c2c(nc(SCC(=O)NCc3ccc4c(c3)OCO4)n2Cc2ccccc2)n(C)c1=O,0.1,1014,0%,i,13,i,1.7,2.2,4.3,0.84,-0.23,0.72,-0.55,i,3,-7,-8,5%
CCOC(=O)CNS(=O)(=O)c1c(C)noc1C,-1.0,1027,-3%,i,38,i,1.9,2.2,25,-0.46,-0.26,-0.36,0.61,i,3,14,-5,-5%
CCOC(=O)c1[nH]c2ccccc2c1NC(=O)C1CCCC1,-1.1,1251,2%,i,50,i,nt,nt,nt,-0.3,-0.77,0.18,-0.18,nt,nt,nt,nt,5%
CCN(CC)CCCNc1nc2ccccc2[nH]1,-0.7,1080,3%,i,47,i,2.5,3.8,6.1,-0.18,-0.26,0.019,0.43,i,1,7,2,0%
O=C(NCCC1=CCCCC1)c1cccc2c1C(=O)N(C1CCCCC1)C2,-2.8,1074,3%,i,56,i,1.6,2.5,6.2,0.079,-0.2,0.13,0.22,i,6,8,-11,10%
Cc1ccc(CSCC(=O)NCCc2ccccc2)cc1,-0.7,1140,6%,i,33,i,2.2,2.4,17,-0.34,-0.3,-0.21,0.61,i,3,3,9,1%
CSC1=NCCN1C(=O)c1ccco1,nt,nt,-1%,i,23,i,3.4,3.7,8.0,-0.42,-0.25,-0.16,0.39,i,0,14,3,9%
O=C(O)COc1ccccc1/C=N/NC(=O)CSc1nc2ccccc2s1,-1.5,1411,2%,i,38,i,nt,nt,nt,-0.64,-0.25,0.085,0.97,nt,nt,nt,nt,-5%
O=C(NCCCN1CCCC1=O)c1ccccc1NS(=O)(=O)c1ccc(Br)cc1,nt,nt,2%,i,10,i,1.7,0.8,7.5,-0.028,-0.32,0.15,0.67,i,-11,1,11,20%
# Later entries:
SMILES,bCat nuc transl,bCat nuc transl cell count 5 µM,M1AAP inhibition,T cell HTS,T cell HTS vesicle-bound %,Yfh1-off respiration,MT stabilizer,MT stabilizer Hoechst-high %,MT stabilizer cytotoxicity %,Dynein cargo inh,Dynein cargo inh cytoplasmic EGFP,Dynein cargo inh nuclear GR-EGFP,Dynein cargo inh cell count,Autophagy mod,Autophagy mod cell loss 18 h,WT yeast gro inh,WT yeast gro inh mutant strain,P. falciparum M17LAP
CN1/C(=C\P(=O)(N(C)C)N(C)C)C(C)(C)c2ccccc21,-3.3,976,9%,i,43,i,2.5,1.6,6.7,-0.33,-0.21,-0.02,0.17,i,7,7,27,-10%
S=C1NC2(CCCCC2)Nc2ccccc21,0.5,883,6%,i,33,i,2.1,1.2,1.8,-0.85,-0.28,-0.21,0.22,i,3,7,2,0%
CC1CCCCC1NC(=O)CCCn1c(=S)[nH]c2ccccc2c1=O (stereo unspecified),nt,nt,1%,i,52,i,2.4,2.2,4.3,1.1,-0.25,0.71,-0.42,i,0,-13,15,2%
COC(=O)/C(=C\Nc1cccc(Cl)c1C)c1ncc(C(F)(F)F)cc1Cl,-10,1203,-8%,i,55,i,4.1,2.7,3.2,0.022,-0.26,-0.059,0.84,i,9,19,15,-4%
CCOC(=O)c1sc(=NC(=O)c2ccco2)n(C)c1C,-0.1,1147,2%,i,53,nt,4.2,2.0,5.4,-0.83,-0.16,-0.37,0.59,i,-3,-12,-5,28%
Cc1cccc(C(=O)Nc2scc(CC(C)C)c2C(=O)O)c1,-3.4,559,1%,i,41,i,1.8,4.6,5.6,-0.15,-0.32,-0.43,0.54,i,-8,-8,-11,35%
CC(=O)c1ccc(S(=O)(=O)N2CCN(c3nc4c(C)c(C)ccc4cc3C#N)CC2)cc1,nt,nt,nt,i,46,i,4.2,1.9,5.8,-0.62,-0.24,-0.77,0.96,i,17,nt,nt,nt
O=c1c(-c2ccccc2)n[nH]c2ccccc12,0.6,1223,2%,i,62,i,2.7,2.8,9.6,0.15,-0.028,0.14,-0.072,i,-13,8,-3,2%
COc1ccc(CCNC(=O)c2sc(=S)n(C)c2N)cc1,-7.5,904,13%,i,48,i,5.5,2.6,4.3,0.76,-0.34,-0.11,0.22,i,17,-3,-11,0%
CC(=O)Nc1cc(C(=O)N(C)Cc2ccco2)ccc1Sc1ccc(Cl)cc1,0.4,1110,1%,i,46,i,2.8,2.6,4.0,-0.44,-0.24,-0.1,0.64,i,35,7,17,-1%
CC(Nc1ccc(F)cc1F)C(=O)NC(=O)NC1CCCCC1 (stereo unspecified),-0.6,1287,2%,i,15,i,1.5,2.0,7.6,-0.48,-0.22,-0.86,0.71,i,-9,7,-1,1%

# Three compounds already listed, ordered by SMILES length, falling.
SMILES,bCat nuc transl,bCat nuc transl cell count 5 µM,M1AAP inhibition,T cell HTS,T cell HTS vesicle-bound %,Yfh1-off respiration,MT stabilizer,MT stabilizer Hoechst-high %,MT stabilizer cytotoxicity %,Dynein cargo inh,Dynein cargo inh cytoplasmic EGFP,Dynein cargo inh nuclear GR-EGFP,Dynein cargo inh cell count,Autophagy mod,Autophagy mod cell loss 18 h,WT yeast gro inh,WT yeast gro inh mutant strain,P. falciparum M17LAP
COC(=O)/C(=C\Nc1cccc(Cl)c1C)c1ncc(C(F)(F)F)cc1Cl,-10,1203,-8%,i,55,i,4.1,2.7,3.2,0.022,-0.26,-0.059,0.84,i,9,19,15,-4%
Cc1cccc(C(=O)Nc2scc(CC(C)C)c2C(=O)O)c1,-3.4,559,1%,i,41,i,1.8,4.6,5.6,-0.15,-0.32,-0.43,0.54,i,-8,-8,-11,35%
COc1ccc(CCNC(=O)c2sc(=S)n(C)c2N)cc1,-7.5,904,13%,i,48,i,5.5,2.6,4.3,0.76,-0.34,-0.11,0.22,i,17,-3,-11,0%
